SENP7 block = inhibitors of human SENP7 protease. inhibition, % at 5 µM. actives 1.5% (n = 330,000). AID 434973. recombinant SENP7, Z-RLRGG-aminoluciferin luminescence, 40 min;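 active means inhibition above about 50% at the single test dose, limit read from the data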;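 further: plate controls were DMSO with enzyme for no effect and no enzyme buffer wells for full effect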
Apaf-1 inh = inhibitors of human Apaf-1 apoptosome; reconstituted apoptosome caspase-3 activity, DEVD-Rh110 fluorescence; inhibition, % at 20 µM; actives 0.71% (n = 330,000); AID 489030; active means inhibition of at least 40% at 20 µM;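 further: plate controls were DMSO wells for no effect and DEVD-CHO caspase inhibitor wells for full effect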
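Material: reconstituted apoptosome with Apaf-1, cytochrome c, caspase-9, procaspase-3, dATP; medium: pH 7.5 Hepes buffer with CHAPS, BSA, DTT; also added: cytochrome c and DEVD-Rh110 substrate; timing: 30 min plus 50 min, RT; signal: Rh110 fluorescence intensity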
A3G deaminase = APOBEC3G (human) deaminase inhibition; recombinant A3G, ssDNA deamination FAM/TAMRA fluorescence; actives 0.28% (n = 330,000); Q9HC16; inhibition, % at 20 µM; AID 493012;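 active means inhibition of at least 40% at 20 µM, with no more than 30% in the related APOBEC3A deaminase screen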;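 further: plate controls were DMSO wells with A3G for no effect and wells lacking A3G enzyme for full effect; some compounds called inactive have numbers as strong as hits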
SENP8 block-1 = SENP8 protease inhibition. purified SENP8, Z-RLRGG-aminoluciferin cleavage, luminescence. inhibition, % at 10 µM. actives 1.2% (n = 330,000). AID 2540; in the data active means inhibition above about 50%
Target sequence (Q96LD8 whole entry, looked up): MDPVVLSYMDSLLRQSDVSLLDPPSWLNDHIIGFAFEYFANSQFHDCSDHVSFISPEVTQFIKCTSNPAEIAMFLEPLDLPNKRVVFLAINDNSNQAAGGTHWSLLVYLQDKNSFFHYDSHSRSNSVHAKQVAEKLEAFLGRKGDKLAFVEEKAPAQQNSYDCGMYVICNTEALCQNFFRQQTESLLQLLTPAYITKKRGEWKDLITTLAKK
SENP8 block-2 = SENP8 (human) protease inhibition | Q96LD8 | recombinant SENP8, Nedd8 substrate fluorescence | inhibition, % at 20 µM | actives 0.64% (n = 360,000) | AID 602440; in the data active means inhibition mostly above about 40%, no sharp cut-off; inactive means mostly below about 27%
UBC13 polyUb = inhibitors of human UBC13 polyubiquitin chain formation; P61088; TR-FRET; inhibition, % at 20 µM; actives 0.47% (n = 330,000); AID 485273; in the data active means inhibition above about 45%, passing the limit was not always enough
Target sequence (P61088 whole entry, looked up): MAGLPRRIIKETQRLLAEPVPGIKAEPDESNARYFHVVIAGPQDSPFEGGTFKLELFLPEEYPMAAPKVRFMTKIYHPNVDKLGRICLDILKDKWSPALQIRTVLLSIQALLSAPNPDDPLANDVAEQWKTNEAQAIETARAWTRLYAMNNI
SENP1 inh = blocks the human SENP1 SUMO protease catalytic domain; Q9P0U3; recombinant SENP1 catalytic domain, CyPet-SUMO1-YPet FRET cleavage; inhibition, % at 10 µM; actives 0.21% (n = 360,000); AID 624204;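 active means inhibition at least 30% at 10 µM, raw YFP signal under a set limit, fluorescence ratio 0.5 to 1.5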;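 further: 0% = enzyme with DMSO and 100% = no enzyme wells; some results filed as inactive read as strong as hits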
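Controls: no-enzyme wells low, DMSO-plus-enzyme wells high control. Test system: human recombinant His6-tagged SENP1 catalytic domain enzyme. Reagent: SFCypet-SUMO1-SFYpet FRET protein substrate, 25 nM final. Doses: one dose per compound, 10 µM, 0.5% DMSO. Detection: FRET, CFP and YFP emission. Timing: 50 min reaction at room temperature.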
SENP6 inh = blocks the human protease SENP6 | Q9GZR1 | Recombinant SENP6 catalytic domain, aminoluciferin luminescence | inhibition, % at 10 µM | actives 1.8% (n = 330,000);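 active means inhibition above about 50% at the single tested dose, limit read from the data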;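 further: plate controls were DMSO wells with enzyme for no effect and DMSO wells lacking enzyme for full effect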
Target sequence (Q9GZR1 628-1112 limits assumed): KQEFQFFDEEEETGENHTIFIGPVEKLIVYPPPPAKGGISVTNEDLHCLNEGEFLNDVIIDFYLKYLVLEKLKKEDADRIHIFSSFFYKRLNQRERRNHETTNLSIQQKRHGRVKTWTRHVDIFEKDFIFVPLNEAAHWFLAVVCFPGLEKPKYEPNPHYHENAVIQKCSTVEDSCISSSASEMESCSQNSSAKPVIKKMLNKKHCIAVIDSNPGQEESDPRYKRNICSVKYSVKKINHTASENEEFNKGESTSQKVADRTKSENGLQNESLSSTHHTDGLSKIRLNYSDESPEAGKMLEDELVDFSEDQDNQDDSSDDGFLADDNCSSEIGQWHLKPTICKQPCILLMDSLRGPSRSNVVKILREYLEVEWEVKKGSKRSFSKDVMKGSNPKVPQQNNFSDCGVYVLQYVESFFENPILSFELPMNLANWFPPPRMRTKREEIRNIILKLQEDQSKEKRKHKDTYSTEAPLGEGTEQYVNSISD
* = called active by the depositor; . = not tested or not shown. Compounds as they come; any-hit rate near 3.6%.

#	SMILES	SENP7 block	Apaf-1 inh	A3G deaminase	SENP8 block-1	SENP8 block-2	UBC13 polyUb	SENP1 inh	SENP6 inh
1	COc1ccc(C(=O)Nc2cc(Cl)ccc2C(=O)O)cc1	-0.3	17.9	-2.1	24.1	1.4	-5.6	1.1	35.6
2	CCN(C(=O)c1c(-c2ccccc2Cl)noc1C)C1CCCCC1	7.5	11.1	-6.4	-0.2	10.5	-1.9	0.2	-1.5
3	C[C@H](CO)N1C[C@H](C)[C@@H](CN(C)Cc2ccccc2)Oc2c(NS(=O)(=O)c3ccccc3)cccc2C1=O	2.8	14.9	3.0	-5.0	-2.2	5.0	0.9	-15.9
4	COCCCN1C(=O)C(=O)/C(=C(/O)c2ccc(OC(C)C)c(C)c2)C1c1ccncc1 (stereo not drawn)	5.8	12.0	1.1	-1.2	-17.9	-9.4	-8.8	-2.7
5	COc1cc(C(=O)NCCC(=O)NCCCN2CCCCC2)cc(OC)c1OC	1.4	-13.9	-1.0	2.4	19.9	5.1	-0.4	2.8
6	O=C(NCCCN1CCCC1=O)C1CCN(S(=O)(=O)c2ccc(F)cc2)CC1	-3.9	-10.9	-8.7	-5.9	3.7	-10.5	-1.9	-1.9
7	CCCCN1CC(=O)N2[C@H](c3ccc(Cl)cc3)[C@@H]3C(=O)N(CC)C(=O)[C@@H]3[C@]2(C)C1=O	-4.0	-1.5	-8.5	-0.6	12.1	-6.8	-0.4	-1.6
8	Cc1cc(NC(=O)CCN2C(=O)c3ccccc3C2=O)no1	-4.5	-6.3	-2.6	0.6	33.5	5.3	3.5	10.7
9	Cc1cc(C)cc(-n2ncc3c2CCCC3NC(=O)c2cc(C)n(C)n2)c1 (stereo not drawn)	-1.9	12.6	0.5	-8.1	17.8	0.0	2.4	19.0
10	Cc1cc(Cn2nc(C(=O)NCC3CC3)cc2-c2ccccc2)on1	0.0	4.3	2.4	3.9	16.1	-6.9	3.3	-1.2
11	CCC(C)(C)NC(=O)C(c1ccc(F)cc1)N(Cc1ccco1)C(=O)c1snc(C(N)=O)c1N (stereo not drawn)	5.7	1.5	4.7	6.2	-282.4	22.5	-7.0	5.5
12	CN(c1ccccc1)S(=O)(=O)c1cccc(NC(=O)CN2C(=O)NC3(CCCCC3)C2=O)c1	2.9	9.5	-5.2	-5.9	16.1	6.6	1.6	-9.9
13	COc1ccc(OCC(O)CNC(=O)Nc2ccccc2)cc1 (stereo not drawn)	2.5	-7.3	-0.8	1.0	8.8	3.1	5.7	2.7
14	CCC(C)(C)NC(=O)C(c1ccc(OC)cc1)N(CC1CCCO1)C(=O)CCC(=O)Nc1cc(C)on1 (stereo not drawn)	0.5	6.2	-5.3	3.9	11.6	3.0	0.8	0.5
15	COC(=O)CN(c1ccccc1)S(=O)(=O)c1ccccc1	3.0	0.8	1.5	2.2	-3.9	-1.3	3.3	4.5
16	CCCCc1nc2ccccc2c(=O)n1NC(=O)c1c(O)c2cccc3c2n(c1=O)CC3	0.4	17.7	-8.3	-0.5	-319.4	16.0	-0.8	9.7
17	Cc1cc(C)n(-c2nc(-c3ccc(Cl)cc3)cs2)n1	-11.9	10.9	-5.1	-14.3	20.2	-10.4	1.2	-20.9
18	O=[N+]([O-])c1ccc(C(O)C23CN4CN(CN(C4)C2)C3)cc1 (stereo not drawn)	1.6	-6.7	1.7	-2.2	-2.1	-0.4	-0.6	-13.3
19	O=C(COc1ccccc1)Nc1nnc(-c2ccc3c(c2)CCCC3)o1	4.9	11.2	4.4	6.1	-42.1	-11.4	-1.8	4.4
20	COc1ccc(C(=O)Nc2ccc(Oc3nc(C)nc4sc(-c5ccccc5)cc34)cc2)cc1OC	8.2	1.9	0.0	-1.3	-32.4	14.5	0.5	-7.9
21	CN(C)S(=O)(=O)N1CCCC(C(=O)c2ccc(-c3ccccc3)c(F)c2)C1 (stereo not drawn)	5.9	13.2	-4.2	7.2	9.5	2.2	1.0	1.9
22	CC[C@]12c3[nH]c4ccc(Cl)cc4c3CCN1C(=O)[C@@H](CC(=O)NCCCn1ccnc1)C[C@@H]2C(=O)N1CCN(C(=O)C2CC2)CC1	11.9	13.9	8.3	.	18.5	.	2.0	.
23	CCc1ccc(N2CC(C(=O)OCC(=O)Nc3ccc([N+](=O)[O-])cc3)CC2=O)cc1 (stereo not drawn)	3.8	6.4	-3.0	-14.1	13.6	12.2	0.7	6.2
24	O=C(NCc1cccnc1)c1ccc(NC(=O)c2cccc([N+](=O)[O-])c2)cc1	-2.3	2.8	6.6	-9.1	-12.5	-11.6	2.8	-11.1
25	COc1ccc(NS(=O)(=O)c2ccc(C)c(NC(=O)c3ccc(C)c(S(=O)(=O)N4CCOCC4)c3)c2)cc1	6.6	8.4	1.3	3.4	1.6	-6.6	-0.4	-10.4
26	COc1cc(CC(=O)OCC(=O)Nc2ccc(N(C)C)cc2)cc(OC)c1OC	2.3	-6.9	-3.5	6.2	17.4	1.4	-0.2	4.7
27	Cc1ccc(Cl)cc1NC(=O)C1CC1c1ccccc1 (stereo not drawn)	-10.9	19.6	-5.8	-13.8	13.5	-1.1	2.8	-10.3
28	CCCSc1nsc(SCCC)c1C#N	0.2	-0.3	-6.0	-12.1	8.5	7.2	2.7	-4.3
29	O=C(CN1C(=O)NC(c2ccccc2)(c2ccccc2)C1=O)NCCNCCO	0.7	-11.9	-8.8	5.0	17.4	0.9	0.2	5.1
30	O=c1[nH]c(Cc2ccccc2Cl)nc2ccccc12	0.9	-7.1	-1.7	7.8	13.3	6.7	0.0	2.5
31	Cc1nc2c(-c3ccc(F)cc3)c(C)[nH]n2c(=O)c1Cl	1.6	-3.0	-7.2	-1.5	-405.2	7.7	3.9	19.7
32	COC(=O)C(Cc1ccccc1)NC(=O)CC(C)CC(=O)Nc1ccc(OC)cc1OC (stereo not drawn)	-3.8	-5.1	-10.5	9.0	9.8	1.5	3.1	-11.7
33	COc1ccc(-n2c(Cn3nc(C(F)(F)F)cc3C)n[nH]c2=S)cc1	3.4	3.7	12.6	-1.3	1.2	-7.4	1.4	-6.3
34	c1ccc(CSc2nnc(-c3c[nH]c4ccccc34)o2)cc1	5.5	11.4	-8.6	-5.3	12.8	12.4	-0.4	5.9
35	O=C(COC(=O)C1CC(O)CN1S(=O)(=O)c1ccc(Cl)cc1)c1cccc(Cl)c1 (stereo not drawn)	0.5	7.0	-9.6	-3.1	9.9	6.8	0.7	-11.3
36	CCc1nc(SCC(=O)c2c[nH]c3ccccc23)n[nH]1	-4.2	5.1	-6.4	-12.3	-11.9	-2.5	1.0	-2.0
37	CCOc1ccc(C)cc1S(=O)(=O)n1nc(C)cc1C	6.6	2.0	-5.5	-7.2	7.4	5.7	0.4	13.6
38	CCc1ccc(NC(=O)C(C)Sc2nnc(CN3CCCC3)o2)cc1 (stereo not drawn)	-3.3	0.0	-5.2	-3.1	7.8	-9.6	1.7	2.0
39	CCOc1ccc(Br)cc1S(=O)(=O)Nc1ccc(C(=O)OCC(=O)Nc2ccc(C#N)cc2)cc1	9.2	-6.3	-2.1	-2.0	17.1	-4.2	-0.1	1.0
40	COc1ccc(N2CC(C(=O)Nc3ccc(N4CCOCC4)cc3)CC2=O)cc1 (stereo not drawn)	3.8	-3.0	-5.1	7.5	16.5	5.3	3.7	-4.4
41	CCCn1c(=O)c(C(=O)NNS(=O)(=O)c2ccc(NC(=O)OC)cc2)c(O)c2ccccc21	8.5	21.0	-6.8	1.8	-21.3	-4.7	1.4	-2.7
42	O=C(Nc1ccccc1)Nc1ccc(Oc2ncnc3cc(Cl)ccc23)nc1	1.9	-17.7	-6.8	6.4	.	4.8	.	2.9
43	COc1ccc(S(=O)(=O)Nc2ccncc2)c(C)c1C	-6.8	7.1	-4.7	-7.6	12.0	-0.7	0.7	3.3
44	Cc1cc(C)n(C(=O)c2cccc(S(=O)(=O)N3CCCC3)c2)n1	3.5	1.0	-1.1	0.7	13.4	2.4	-1.7	-11.7
45	CC12CN3CC(C)(CN(C1)C3c1ccc(Cl)cc1)C2 (stereo not drawn)	-0.3	-17.2	-4.6	-6.8	23.0	2.0	-1.5	-8.6
46	COC(=O)CCCC1=CC2=CC(=O)C(C)(OC(=O)c3cccs3)C(=O)C2=CN1CC1CC1 (stereo not drawn)	-1.5	38.2	-8.0	-8.3	32.5	-45.5	-16.9	10.0
47	Cc1nn(-c2ccccc2)c(C)c1NC(=O)COC(=O)Cc1cccc(C(F)(F)F)c1	0.1	6.0	-6.5	-2.3	5.0	3.7	3.3	-5.6
48	Cc1cccc2nc(-c3cccc(NC(=O)c4ccc(Cl)cc4)c3)cn12	-0.4	19.2	7.1	-2.5	-0.4	-0.5	-0.2	0.7
49	O=S(=O)(c1ccc(Br)cc1)N1CCN=C1SCc1cccc(F)c1	-2.1	8.0	-3.0	-1.1	23.2	-8.4	0.7	1.7
50	O=C(O)Cn1nnnc1-c1ccc(F)cc1	9.4	-17.3	-3.9	1.3	12.3	23.6	2.0	-13.3
51	CCc1c(C)nc(SCC(=O)NNC(=O)Cc2ccc(OC)cc2)[nH]c1=O	0.3	-14.4	-1.6	-2.5	9.9	2.3	1.5	-1.7
52	CC1CN(c2oc(-c3ccco3)nc2C#N)CC(C)O1 (stereo not drawn)	-4.1	-11.7	-2.7	-6.8	-413.6	8.2	0.6	-14.4
53	CCOCCCNC(=O)C(Cc1ccccc1)NC(=O)c1ccco1 (stereo not drawn)	-1.7	-3.0	-6.0	4.5	14.0	7.9	0.1	1.2
54	CCn1nc(C)c(C2C(C#N)=C(N)Oc3n[nH]c(C)c32)c1C (stereo not drawn)	4.1	-0.2	-4.6	-7.9	-4.4	-6.1	0.4	0.7

Some of the entries above, set out differently:
(27) Cc1ccc(Cl)cc1NC(=O)C1CC1c1ccccc1 (stereo not drawn)
  SENP7 block = -10.9 | Apaf-1 inh = 19.6 | A3G deaminase = -5.8 | SENP8 block-1 = -13.8 | SENP8 block-2 = 13.5 | UBC13 polyUb = -1.1 | SENP1 inh = 2.8 | SENP6 inh = -10.3

(28) CCCSc1nsc(SCCC)c1C#N
  SENP7 block = 0.2 | Apaf-1 inh = -0.3 | A3G deaminase = -6.0 | SENP8 block-1 = -12.1 | SENP8 block-2 = 8.5 | UBC13 polyUb = 7.2 | SENP1 inh = 2.7 | SENP6 inh = -4.3
